Compound activity deposited in PubChem BioAssay by National Center for Advancing Translational Sciences (NCATS).
TRHR PAM: TRH receptor (human) allosteric enhancement. P34981. TRHR cells, fluo-8 calcium fluorescence, EC20 TRH enhancement. enhancement, % at 2 µM. 360,000 tested, 0.66% active; in the data active = enhancement above about 30%; note: 0% is about no effect
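TRHR-expressing cells loaded with fluo-8 calcium dye were read kinetically (ex 480/em 530) during compound addition, then stimulated with an EC20 of TRH (10 nM final). Enhancement of the Gq-mediated intracellular calcium response was scored.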
D2 antagonist: antagonizes the human D2 dopamine receptor. P14416. HEK293 TREx D2 cells, calcium flux, dopamine EC80. inhibition, % at 10 µM. 340,000 tested, 2% active. AID 485344; in the data active = inhibition above about 30%; note: 0% is about no effect
Target sequence (P14416 whole entry, looked up): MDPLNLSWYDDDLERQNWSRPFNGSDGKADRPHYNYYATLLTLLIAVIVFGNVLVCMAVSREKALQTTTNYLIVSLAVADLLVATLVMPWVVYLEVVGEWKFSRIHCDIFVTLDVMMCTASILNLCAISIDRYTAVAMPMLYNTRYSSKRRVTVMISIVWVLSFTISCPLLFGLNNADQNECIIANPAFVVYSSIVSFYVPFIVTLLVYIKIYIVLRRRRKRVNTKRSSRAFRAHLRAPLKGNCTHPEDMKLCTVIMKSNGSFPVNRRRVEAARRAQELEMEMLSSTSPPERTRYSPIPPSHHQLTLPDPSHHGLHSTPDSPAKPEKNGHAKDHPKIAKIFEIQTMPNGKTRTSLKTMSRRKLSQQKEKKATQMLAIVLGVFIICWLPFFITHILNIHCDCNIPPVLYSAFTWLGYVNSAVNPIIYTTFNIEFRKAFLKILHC
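Inhibition of EC80 dopamine-driven calcium flux, recorded kinetically, defines activity here; cells are a tetracycline-induced HEK293 T-REx line expressing force-coupled D2.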
TrxR1 inh: blocks rat thioredoxin reductase 1. recombinant rTrxR1, NADPH fluorescence consumption, selenite substrate. 390,000 tested, 1% active. O89049. Potency, µM (highest dose often 114 µM), without a hit: top-dose activity change, negative = inhibition, actives largely listed as inhibitors. AID 588453; note: potency is the fitted concentration of half-maximal effect; % is set by controls: 0 for no effect and ±100 for the full control effect; nearly all actives have a fitted effect of over 65% in size
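Rat TrxR1 (90 nM in the dispensed reagent) was pre-reduced with 400 uM NADPH for 5 min at room temperature, then incubated with compound for 15 min. After 400 uM selenite was added, NADPH fluorescence (Ex 340/Em 450 nm) was followed for 8 min.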
USP1-UAF1 inh: USP1/UAF1 (human) deubiquitinase inhibition; recombinant USP1/UAF1, Ub-Rhodamine cleavage fluorescence; 390,000 tested, 0.23% active; Potency, µM (highest dose often 57.1 µM), inactives show top-dose activity change, negative = inhibition, usual class: inhibitors; AID 743255; note: potency is the fitted concentration of half-maximal effect; % is set by controls: 0 for no effect and ±100 for the full control effect; nearly all actives have a fitted effect of over 60% in size; inactives centre near -12
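High-throughput fluorogenic screen: 1nM USP1/UAF1 complex, Ub-Rho substrate 150nM final, 50mM HEPES pH 7.8 with 0.5mM EDTA, 0.1 mg/ml BSA, 1mM TCEP and 0.01% Tween-20.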
mIDH1 inhibitor: inhibitors of human mutant IDH1 R132H; O75874; IDH1-R132H enzyme, NADPH consumption, diaphorase/resazurin fluorescence; Potency, µM (doses to about 76.6 µM), inactives show at the highest dose activity change, negative = inhibition, actives largely listed as inhibitors; 390,000 tested, 0.093% active; note: potency is the fitted concentration of half-maximal effect; % is set by controls: 0 for no effect and ±100 for the full control effect; nearly all actives have a fitted effect of over 65% in size
Target sequence (O75874 whole entry R132H, stated change not applied): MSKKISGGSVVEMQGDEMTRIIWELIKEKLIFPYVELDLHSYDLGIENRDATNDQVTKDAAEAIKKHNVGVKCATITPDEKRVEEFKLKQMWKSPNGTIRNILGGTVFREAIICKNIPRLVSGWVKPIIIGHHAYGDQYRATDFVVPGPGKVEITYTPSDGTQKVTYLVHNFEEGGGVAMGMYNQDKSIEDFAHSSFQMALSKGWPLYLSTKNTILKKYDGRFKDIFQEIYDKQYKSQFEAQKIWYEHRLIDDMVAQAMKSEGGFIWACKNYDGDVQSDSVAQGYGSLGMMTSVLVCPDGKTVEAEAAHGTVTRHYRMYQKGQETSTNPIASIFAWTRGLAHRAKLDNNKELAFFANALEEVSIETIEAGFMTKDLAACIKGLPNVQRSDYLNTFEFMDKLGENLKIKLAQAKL
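IDH1-R132H (0.5 ug/mL) preincubated 30 min with compound, then NADPH (0.016 mM) and alpha-KG (2 mM) added; 80 min at RT, pH 7.5. Remaining NADPH coupled via diaphorase/resazurin to fluorescence (540/590 nm); concentration-response curves normalized to no-enzyme control.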
Pin1 inhibitor: human Pin1 inhibition; Potency, µM (titrated, usually from 115 µM), without a hit: at the top dose activity, negative = inhibition, most hits filed as inhibitors; AID 504891; Q13526; 390,000 tested, 0.009% active; Pin1 FP peptide displacement, HiFluor488, 10 min; active = well fitted inhibition curve with a large enough effect in the polarisation, with a control signal flat, not every such curve was filed as active; inconclusive = small, poorly fitted or top-dose-only effect, or effect the other way, or a change in a side signal; inactive = no such curve, though single readings can be large or run the other way; the % refers to the polarisation; note: potency is the fitted concentration of half-maximal effect; % is set by controls: 0 for no effect and ±100 for the full control effect
Target sequence (Q13526 whole entry, looked up): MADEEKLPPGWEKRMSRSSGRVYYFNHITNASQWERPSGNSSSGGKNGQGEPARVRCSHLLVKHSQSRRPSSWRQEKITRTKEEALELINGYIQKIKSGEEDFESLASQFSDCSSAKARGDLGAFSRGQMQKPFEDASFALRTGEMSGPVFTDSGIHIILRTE
D2 ag: D2 dopamine receptor (human) agonism; activation, % at 2 µM; 340,000 tested, 0.53% active; HEK293 T-REx D2 cells, calcium flux agonist mode;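 active = activation over 3 SD above normal in the single-dose calcium agonist read, cut at about 30% in these data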; note: 0% is about no effect
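In this primary screen, compounds producing a positive calcium signal within 180 s of addition to tetracycline-induced, force-coupled HEK293 Trex D2 cells are flagged; cells are dye-loaded with a no-wash calcium kit beforehand.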
TrxR1 substrate: substrates of rat thioredoxin reductase 1 | O89049 | purified TrxR1 substrate turnover, NADPH consumption readout | Potency, µM (highest dose often 114 µM), inactives show top-dose activity change, negative = substrate turnover | 390,000 tested, 0.01% active | AID 588456; note: potency is the fitted concentration of half-maximal effect; % is set by controls: 0 for no effect and ±100 for the full control effect; nearly all actives have a fitted effect of over 50% in size
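Rat TrxR1, dispensed at 90 nM, was prereduced with 400 uM NADPH (final) for 5 min at ~22 deg C, then incubated with compound 15 min before 400 uM selenite. A first-read NADPH fluorescence drop versus no-compound background flagged substrates.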
TRHR ag: agonists of human TRH receptor. P34981. TRHR cells, calcium flux fluo-8, FDSS agonist mode. activation, % at 2 µM. 360,000 tested, 0.18% active; in the data active = activation above about 30%; note: 0% is about no effect
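Steps: seed TRHR cells overnight; add fluo-8 no-wash Ca dye, RT 30 min–1.5 h; record 10 s baseline; pin-transfer compounds; monitor fluorescence 1 cycle/s for the agonist window. Calcium increases flag candidate agonists.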
* marks the source's active call; other numbers are inactive results; ? = inconclusive; / = no result given; [ ] = remark or other dose. Unless noted, calls come from the whole dose curve; as a rule, active = well fitted inhibition curve with a large enough effect; inconclusive = small, poorly fitted or top-dose-only effect; inactive = no such curve, though single readings can be large or run the other way. An excerpt; the hit share may differ from the screen's.

1	Cc1ccc(S(=O)(=O)N(C)c2c(C)ccc(S(=O)(=O)NC(C)(C)C)c2C)cc1
2	O=C(COC(=O)/C=C/c1cccc(Br)c1)NCCc1ccccc1
3	COc1cccc(NC(=S)NNC(=O)c2c([N+](=O)[O-])c(C)nn2C)c1
4	COC(=O)c1cccc(NC(N)=S)c1
5	Cc1nc2cccnc2n1C1CCN(S(=O)(=O)c2ccc(C(C)C)cc2)CC1
6	Cc1ccc(NC(=O)C2COc3ccccc3O2)nc1 (stereo not drawn)
7	CCSc1ccccc1C(=O)Nc1ccc2c(c1)OCO2
8	COc1cccc(-n2c(-c3ccc4[nH]c(C)c(C)c4c3)n[nH]c2=S)c1

assay / compound,1,2,3,4,5,6,7,8
TRHR PAM,-3,8,0,-3,1,1,5,4
D2 antagonist,12,1,1,/,/,/,10,11
TrxR1 inh,9%[57.1 µM],-7%,-19%,6%,7%[57.1 µM],21%[57.1 µM],37%[activator],?
USP1-UAF1 inh,-15%,-3%,-1%,-8%,-3%,1%,-22%,-16%
mIDH1 inhibitor,0%,8%,-2%,0%,11%,1%,2%,-11%
Pin1 inhibitor,-3%,5%,-1%,-7%,18%,-2%,3%,-1%
D2 ag,-0.9,-0.9,0.0,/,/,/,-0.6,-0.4
TrxR1 substrate,3%[57.1 µM],-5%,5%,2%,-1%[57.1 µM],14%[57.1 µM],5%,-6%
TRHR ag,0.0,-0.3,0.2,0.0,-1.4,-0.3,-0.4,0.8

9	CCOC(=O)/C=c1/s/c(=C/c2ccc3cc(OC)ccc3c2)c(=O)n1CC(=O)NCC1CCCO1 (stereo not drawn)
10	COc1ccc(C(=O)/C=C/c2ccccc2OC)c(OC(=O)c2ccc([N+](=O)[O-])cc2)c1
11	O=C1c2cccnc2C(=O)N1Cc1ccc(F)cc1S(=O)(=O)NCc1ccco1
12	Cc1ccc(NC(=O)Cc2n[nH]c(=S)n2C)cc1
13	CCn1cc(CN2CCC(n3nccc3NC(=O)c3ccccc3OC)CC2)cn1
14	O=C1CSC(c2ccccn2)N1c1ccc(Br)cc1 (stereo not drawn)
15	CNc1nc(-c2ccc(OC)cc2)c(-c2ccc(OC)cc2)s1
16	CCn1cnc2cc(NC(=O)c3ccco3)ccc21

assay / compound,9,10,11,12,13,14,15,16
TRHR PAM,/,/,5,1,0,-3,4,-3
D2 antagonist,/,/,-1,-8,21,-14,/,-2
TrxR1 inh,3%,7%,21%,-10%,9%,6%[57.1 µM],13%,6%
USP1-UAF1 inh,?,-14%,-23%,-17%,-10%,-22%,-14%,-13%
mIDH1 inhibitor,1%,7%,-1%,-3%,3%,-3%,0%,-1%
Pin1 inhibitor,?,5%,-7%,-9%,3%,-2%,-1%,-13%
D2 ag,/,/,-0.3,-0.1,-1.2,0.4,/,-0.3
TrxR1 substrate,-7%,5%,3%,4%,8%,4%[57.1 µM],0%,-4%
TRHR ag,/,/,-0.1,0.0,-2.0,-0.9,1.1,0.3

17	COc1ccc2noc3c2c1C(=O)c1ccccc1-3
18	CC(C)c1ccc(NC(=O)COc2ccccn2)cc1
19	CC1(C)Cc2c(sc3c2c2ncnn2c2nnc(SCC(=O)NCc4ccco4)n32)CO1
20	Cc1ccc(C(=O)N/C(=C/c2ccc(-c3cccc([N+](=O)[O-])c3)o2)C(=O)NC(C)(C)C)cc1
21	CCOC(=O)c1c(C)[nH]c(C)c1S(=O)(=O)N1CCCC(C(=O)NCc2cccc(OC)c2)C1 (stereo not drawn)
22	O=C(O)CCCN=C1NC2(CCCC2)Cc2ccccc21
23	CCN1CCN(CCCNC(=O)c2ccc3nc(Cc4ccc(OC)cc4)oc3c2)CC1
24	Cc1nc([N+](=O)[O-])c(Sc2nc3ccccc3[nH]2)n1Cc1ccccc1

assay / compound,17,18,19,20,21,22,23,24
TRHR PAM,/,6,-2,-8,-1,19,-2,-2
D2 antagonist,/,-2,-7,8,/,-18,/,-12
TrxR1 inh,?,11%,17%[57.1 µM],-1%,18%[57.1 µM],-7%,18%[57.1 µM],3.5µM*
USP1-UAF1 inh,4µM*,-3%,-5%,-5%,-20%,-2%,-5%,-3%
mIDH1 inhibitor,14%,-2%,1%,4%,-13%,5%,0%,6%
Pin1 inhibitor,?,0%,2%,-2%,3%,-11%,1%,3%
D2 ag,/,2.6,0.4,-0.4,-0.3,0.2,1.1,0.4
TrxR1 substrate,-12%,-2%,12%[57.1 µM],-3%,5%[57.1 µM],-2%,0%[57.1 µM],-2%
TRHR ag,/,0.6,0.2,-0.1,-0.2,-0.2,0.1,0.0

Looked up by structure from the entries so far:
19	CC1(C)Cc2c(sc3c2c2ncnn2c2nnc(SCC(=O)NCc4ccco4)n32)CO1
23	CCN1CCN(CCCNC(=O)c2ccc3nc(Cc4ccc(OC)cc4)oc3c2)CC1
24	Cc1nc([N+](=O)[O-])c(Sc2nc3ccccc3[nH]2)n1Cc1ccccc1
22	O=C(O)CCCN=C1NC2(CCCC2)Cc2ccccc21
21	CCOC(=O)c1c(C)[nH]c(C)c1S(=O)(=O)N1CCCC(C(=O)NCc2cccc(OC)c2)C1 (stereo not drawn)

assay / compound,19,23,24,22,21
TRHR PAM,-2,-2,-2,19,-1
D2 antagonist,-7,/,-12,-18,/
TrxR1 inh,17%[57.1 µM],18%[57.1 µM],3.5µM*,-7%,18%[57.1 µM]
USP1-UAF1 inh,-5%,-5%,-3%,-2%,-20%
mIDH1 inhibitor,1%,0%,6%,5%,-13%
Pin1 inhibitor,2%,1%,3%,-11%,3%
D2 ag,0.4,1.1,0.4,0.2,-0.3
TrxR1 substrate,12%[57.1 µM],0%[57.1 µM],-2%,-2%,5%[57.1 µM]
TRHR ag,0.2,0.1,0.0,-0.2,-0.2

(next part)
25	CCOC(=O)c1cc2c(=O)n3ccccc3nc2n(C(C)C)c1=NC(=O)C(C)(C)Oc1ccc(Cl)cc1
26	Cc1cc(C)cc(NC(=O)c2cn3c4c(ccc(Cl)c4c2=O)OC(C)C3)c1 (stereo not drawn)
27	NNC(=O)c1sc(-c2ccccc2)cc1N
28	O=C(CSc1nnc(C2CC2)n1C1CC1)c1cccs1
29	COc1ccc(CN(C)S(=O)(=O)c2nnc(NC(=O)c3cccc(F)c3)s2)cc1
30	Cc1cc(C(=O)CSc2nnc(-c3ccc(F)cc3)o2)c(C)n1CC1CCCO1 (stereo not drawn)
31	O=C(/C(=C\c1ccccc1)c1nc2ccccc2[nH]1)c1ccc(Cl)cc1
32	CC(=O)c1ccc(OCCCC(=O)Nc2cc(Cl)ccc2-n2cncn2)cc1

assay / compound,25,26,27,28,29,30,31,32
TRHR PAM,2,13,8,/,7,0,-2,3
D2 antagonist,/,/,-29,/,-6,1,-6,-2
TrxR1 inh,15%,21%,14%[57.1 µM],4%,17%,-4%,-11%,-13%
USP1-UAF1 inh,-16%,-9%,-6%,-22%,-21%,-8%,-15%,-12%
mIDH1 inhibitor,-25%,6%,13%,7%,21%,10%,-3%,3%
Pin1 inhibitor,6%,-6%,31%[activator],2%,5%,18%,22%,0%
D2 ag,/,0.9,0.5,/,3.0,0.4,0.7,0.0
TrxR1 substrate,22%,2%,2%[57.1 µM],6%,3%,-3%,-5%,-15%
TRHR ag,-0.2,1.2,0.3,/,-0.6,-0.5,1.1,0.0

33	Cc1ccc(S(=O)(=O)N2CCC3(CC2)OCCO3)s1
34	CCOC(=O)c1ccc(-n2c(O)c(/C=N/NC(=O)C3COc4ccccc4O3)c3ccccc3c2=O)cc1 (stereo not drawn)
35	CCn1c(SCC(=O)N(C)CC(=O)Nc2ccc(F)c(F)c2F)nnc1-c1ccco1
36	COc1ccc(N2CCN(C(CNC(=O)C(=O)NCC(OC)OC)c3ccco3)CC2)cc1 (stereo not drawn)
37	Cc1cccn2cc(CCNC(=O)Cc3cccs3)nc12
38	CSCC[C@H](NC(=O)Nc1ccc(OC(F)(F)F)cc1)C(=O)O
39	COC(=O)c1ccccc1NC(=O)CSc1nnc(-c2ccoc2C)n1C
40	CC(=O)N1CCN(CC(=O)Nc2c(Cl)cc(Cl)cc2Cl)CC1
41	COc1ccc(N2CCN(C(=O)CNC(=O)c3ccc(C(C)(C)C)cc3)CC2)cc1
42	CC(=O)c1ccc(N2CCN(C(=O)c3cccs3)C(C)C2)c(F)c1 (stereo not drawn)

assay / compound,33,34,35,36,37,38,39,40,41,42
TRHR PAM,6,-9,0,5,3,3,0,-5,11,0
D2 antagonist,4,-4,-29,-1,4,7,-11,-6,9,-1
TrxR1 inh,25%,1%,-13%,15%,10%,26%,-4%,4%,0%[57.1 µM],20%
USP1-UAF1 inh,-28%,-13%,-12%,-13%,-10%,-5%,3%,-15%,-19%,-5%
mIDH1 inhibitor,0%,3%,2%,-8%,9%,0%,3%,0%,2%,1%
Pin1 inhibitor,-4%,62%[activator],4%,2%,-2%,2%,-3%,0%,1%,-2%
D2 ag,-0.8,1.2,1.1,0.6,-0.4,-0.1,0.2,0.4,-1.1,-0.3
TrxR1 substrate,3%,-7%,1%,5%,9%,6%,0%,11%,10%,-5%
TRHR ag,0.5,2.7,0.5,0.6,-0.1,1.1,0.2,0.9,-0.9,-0.6
